Assay outcomes deposited in PubChem by National Center for Advancing Translational Sciences (NCATS).
HP1b chromo inh: inhibitors of HP1-beta chromodomain binding to methylated histone tails. P83916. 390,000 tested, 0.56% active. Potency, µM (series often up to 114 µM), for the others: top-dose activity change, negative = inhibition, usual class: inhibitors. AID 540317. AlphaScreen HP1-beta / biotin-H3K9me3 peptide binding; further: potency means the concentration at half of the fitted maximal effect; nearly all actives have a fitted effect of over 70% in size; inactives centre near 23
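Compound inhibition of the preformed complex between 50 nM HP1-beta and 50 nM biotinylated H3K9me3 peptide was read by AlphaScreen. Buffer was PBS pH 7.4 with 0.01% Tween-20. Incubations ran 30 min at room temperature, with 10 ug/mL donor/acceptor beads.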
TrxR1 inh: rat TrxR1 inhibition. O89049. recombinant rTrxR1, NADPH fluorescence consumption, selenite substrate. Potency, µM (titrated, usually from 114 µM), for inactives: at the highest dose activity change, negative = inhibition, actives largely listed as inhibitors. 390,000 tested, 1% active. AID 588453; further: potency means the concentration at half of the fitted maximal effect; on the % scale 0 is the no-effect control and ±100 the full control effect; nearly all actives have a fitted effect of over 65% in size
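Rat TrxR1 (90 nM in the dispensed reagent) was pre-reduced with 400 uM NADPH for 5 min at room temperature, then incubated with compound for 15 min. After 400 uM selenite was added, NADPH fluorescence (Ex 340/Em 450 nm) was followed for 8 min.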
GLS inhibitor: blocks human kidney-isoform glutaminase activity; Potency, µM (doses to about 45.5 µM), without a hit: at the highest dose activity change, negative = inhibition, usual class: inhibitors; 410,000 tested, 0.21% active; O94925; GLS enzymatic activity, qHTS titration; further: potency means the concentration at half of the fitted maximal effect; on the % scale 0 is the no-effect control and ±100 the full control effect
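Two-point fluorescence kinetic (t0, 30 min RT) for hKGA; glutamate detected via glutamate oxidase–HRP–Amplex Red. Substrate: 1 mM L-glutamine solution; buffer 45 mM KH2PO4, pH 8.2.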
Pin1 inhibitor: human Pin1 inhibition; Q13526; Pin1 FP peptide displacement, HiFluor488, 10 min; 390,000 tested, 0.009% active; Potency, µM (titrated, usually from 115 µM), inactives show top-dose activity, negative = inhibition, hits mostly inhibitors; active means well fitted inhibition curve with a large enough effect in the polarisation, with a control signal flat, not every such curve was filed as active; inconclusive means small, poorly fitted or top-dose-only effect, or effect the other way, or a change in a side signal; inactive means no such curve, though single readings can be large or run the other way; the % refers to the polarisation; further: potency means the concentration at half of the fitted maximal effect; on the % scale 0 is the no-effect control and ±100 the full control effect
Target sequence (Q13526 whole entry, looked up): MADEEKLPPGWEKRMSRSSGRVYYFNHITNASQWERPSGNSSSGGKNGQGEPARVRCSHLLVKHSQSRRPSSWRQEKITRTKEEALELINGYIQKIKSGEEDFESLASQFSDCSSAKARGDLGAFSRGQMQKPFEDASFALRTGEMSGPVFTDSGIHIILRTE
IDH1 R132H inh: inhibitors of human mutant IDH1 R132H; O75874; IDH1-R132H enzyme, NADPH consumption, diaphorase/resazurin fluorescence; Potency, µM (highest dose often 76.6 µM), for inactives: top-dose activity change, negative = inhibition, actives largely listed as inhibitors; 390,000 tested, 0.093% active; further: potency means the concentration at half of the fitted maximal effect; on the % scale 0 is the no-effect control and ±100 the full control effect; nearly all actives have a fitted effect of over 65% in size
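IDH1-R132H (0.5 ug/mL) preincubated 30 min with compound, then NADPH (0.016 mM) and alpha-KG (2 mM) added; 80 min at RT, pH 7.5. Remaining NADPH coupled via diaphorase/resazurin to fluorescence (540/590 nm); concentration-response curves normalized to no-enzyme control.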
USP1-UAF1 inh: inhibitors of human USP1/UAF1 deubiquitinase | O94782 | recombinant USP1/UAF1, Ub-Rhodamine cleavage fluorescence | Potency, µM (top dose mostly 57.1 µM), for the others: at the highest dose activity change, negative = inhibition, hits mostly inhibitors | 390,000 tested, 0.23% active | AID 743255; further: potency means the concentration at half of the fitted maximal effect; on the % scale 0 is the no-effect control and ±100 the full control effect; nearly all actives have a fitted effect of over 60% in size; inactives centre near -12
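USP1/UAF1 complex (1 nM) preincubated 15 min at room temperature with compound, then Ub-Rho substrate (150 nM final) added. Kinetic fluorescence at 480/540 nm over 6 reads at 60 s intervals; 50 mM HEPES pH 7.8, 0.5 mM EDTA, 0.1 mg/ml BSA, 1 mM TCEP, 0.01% Tween-20.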
TrxR1 substrate: substrates of rat thioredoxin reductase 1 | purified TrxR1 substrate turnover, NADPH consumption readout | Potency, µM (doses to about 114 µM), for the others: top-dose activity change, negative = substrate turnover | 390,000 tested, 0.01% active | AID 588456; further: potency means the concentration at half of the fitted maximal effect; on the % scale 0 is the no-effect control and ±100 the full control effect; nearly all actives have a fitted effect of over 50% in size
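Rat TrxR1, dispensed at 90 nM, was prereduced with 400 uM NADPH (final) for 5 min at ~22 deg C, then incubated with compound 15 min before 400 uM selenite. A first-read NADPH fluorescence drop versus no-compound background flagged substrates.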
Tb PGK inh: T. brucei PGK inhibition; P07378; PGK/GAPDH coupled, Kinase-Glo luminescence, 60 min; Potency, µM (series often up to 57.5 µM), for the others: at the top dose activity change, negative = inhibition, actives largely listed as inhibitors; 380,000 tested, 0.043% active; AID 602233; further: potency means the concentration at half of the fitted maximal effect; on the % scale 0 is the no-effect control and ±100 the full control effect; nearly all actives have a fitted effect of over 60% in size
Target sequence (P07378 whole entry, looked up): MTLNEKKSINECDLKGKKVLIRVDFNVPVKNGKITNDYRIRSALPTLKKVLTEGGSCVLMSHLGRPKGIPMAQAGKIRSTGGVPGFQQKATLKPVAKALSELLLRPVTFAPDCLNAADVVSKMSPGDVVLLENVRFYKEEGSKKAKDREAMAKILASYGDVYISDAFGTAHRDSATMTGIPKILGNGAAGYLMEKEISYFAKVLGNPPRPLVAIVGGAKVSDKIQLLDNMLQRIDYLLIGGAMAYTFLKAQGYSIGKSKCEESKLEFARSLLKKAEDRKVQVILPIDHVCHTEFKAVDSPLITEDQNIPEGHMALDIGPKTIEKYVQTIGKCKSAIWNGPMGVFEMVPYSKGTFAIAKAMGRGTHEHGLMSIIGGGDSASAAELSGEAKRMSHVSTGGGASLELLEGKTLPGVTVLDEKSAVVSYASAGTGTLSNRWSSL
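Recombinant glycosomal PGK reaction used 1,3-bisphosphoglycerate generated in-well by GAPDH (100nM final) in 100mM TEA pH 7.6, 5mM MgCl2, 0.01% Tween-20. After 60 minutes at room temperature, ATP was read by Kinase-Glo Plus luminescence end-point.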
PI4K2A block: inhibitors of human PI4K2A; 420,000 tested, 0.13% active; activity change, negative = inhibition, % at 76.9 µM; Q9BTU6; purified PI4K2A, ADP-Glo luminescence, 1 h; active compounds read low; in the data active means activity change below about -50%; inconclusive means mostly about -30% to -49%;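 further: -100% = wells without enzyme as full effect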
Target sequence (Q9BTU6 whole entry, looked up): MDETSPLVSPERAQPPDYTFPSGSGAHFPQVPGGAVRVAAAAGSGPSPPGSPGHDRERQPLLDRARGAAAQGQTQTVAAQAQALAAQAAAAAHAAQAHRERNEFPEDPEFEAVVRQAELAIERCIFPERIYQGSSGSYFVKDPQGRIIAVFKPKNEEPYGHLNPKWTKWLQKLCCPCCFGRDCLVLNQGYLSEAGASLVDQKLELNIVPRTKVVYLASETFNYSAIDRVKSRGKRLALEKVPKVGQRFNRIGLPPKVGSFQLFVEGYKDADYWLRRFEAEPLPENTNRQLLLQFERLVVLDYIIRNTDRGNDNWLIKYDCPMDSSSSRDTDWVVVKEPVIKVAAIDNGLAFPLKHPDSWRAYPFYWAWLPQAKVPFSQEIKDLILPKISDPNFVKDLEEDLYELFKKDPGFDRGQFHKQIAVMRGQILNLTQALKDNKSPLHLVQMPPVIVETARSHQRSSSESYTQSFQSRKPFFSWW
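PI4K2A activity was measured by ADP-Glo luminescence: enzyme (4 ug/mL stock) and phosphatidylinositol (1.2 mM stock) in Tris pH 7.5/MgCl2/EGTA/Triton X-100 buffer were reacted with ATP (300 microM stock) for one hour at ambient temperature.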
* marks the source's active call; other numbers are inactive results; i = inactive; u = inconclusive; x = not tested or not shown; & = joins results of further samples; [ ] = another dose, or the depositor's remark. Unless noted, the call rests on the fitted dose curve; in most records, active means well fitted curve in the direction sought with a large enough effect; inconclusive means small, poorly fitted or top-dose-only effect, or another doubt; inactive means no such curve, though single readings can be large; an effect the other way counts as inactive or inconclusive. Some of the compounds tested; count on the stated rates, not on these rows.

SMILES	HP1b chromo inh	TrxR1 inh	GLS inhibitor	Pin1 inhibitor	IDH1 R132H inh	USP1-UAF1 inh	TrxR1 substrate	Tb PGK inh	PI4K2A block
O=C(NCCc1ccc(Cl)cc1)C(=O)NCC(c1cccs1)S(=O)(=O)c1ccccc1 (centres undefined)	5%[57 µM]	31%[57.1 µM]	-4%	-7%	1%	-19%	7%[57.1 µM]	-10%	1
CCN(Cc1ccccc1)S(=O)(=O)c1ccc(OC)cc1	140%[activator]	17%	-1%	u	3%	-23%	-8%	0%	-2
CC(CCc1ccccc1)NC(=O)CNc1cccc([N+](=O)[O-])c1 (centres undefined)	7%	11%	0%	-5%	11%	-2%	-2%	-3%	-2
CC(C)C(=O)Nc1ccc(NC(=O)c2cccc3c(Br)cccc23)cc1	11%	30%	30%[activator]	1%	-1%	-14%	4%	-6%	1
COc1cc(-c2nnc(SCCOc3ccc(C)c(Cl)c3)o2)cc(OC)c1OC	52%[activator]	-10%	-7%	5%	15%	-14%	-12%	-2%	-6
CC(=O)N1N=C(c2ccccc2)OC12CCCC2	41%[activator]	-6%	3%	-1%	0%	-17%	24%	-7%	-3
O=C(c1ccc(N2C(=O)CCC2=O)cc1)N1CCN(c2ccccc2)CC1	12%	-19%	27%	5%	6%	2%	-9%	2%	1
O=C1NCCN(Cc2ccc(F)cc2)C1=O	21%	11%[57.1 µM]	-8%	-9%	-2%	-22%	2%[57.1 µM]	7%	-6
Cc1ccccc1NC(=O)CC1SCCNC1=O (centres undefined)	4%	71%[activator][57.1 µM]	4%	-6%	3%	-2%	-13%	1%	1
CCCCCC1C(=O)CCC1CC(=O)OC (centres undefined)	34%	18%	4%	-9%	15%	-4%	11%	-8%	-2
Cc1ccc(NC(=O)CC2C(=O)N(Cc3ccccc3)C(=S)N2NC(=O)c2ccccc2)c(C)c1 (centres undefined)	33%	8%	11%	4%	-1%	-3%	-4%	-3%	2
CN(Cc1ccccc1)S(=O)(=O)c1ccc(OCC(=O)N2CCC(C(N)=O)CC2)cc1	28%	23%	0%	-1%	2%	-13%	7%	-5%	-3
CC(C)NS(=O)(=O)c1ccc(NC(=S)NC(=O)c2cccc([N+](=O)[O-])c2)cc1	-18%	u	9%	-4%	3%	-6%	-8%	-10%	3
CN(C(=O)CSc1nnc(-c2n[nH]c3ccccc23)o1)c1ccccc1	23%	15%[57.1 µM]	7%	-4%	6%	-14%	-23%[57.1 µM]	-9%	-12
N#CC1=C(SCC(=O)NC2CCCCC2)NC(=O)CC1c1ccco1 (centres undefined)	31%	-20%	3%	0%	2%	-12%	-4%	-1%	-6

Single records (already shown). Order of screens: HP1b chromo inh	TrxR1 inh	GLS inhibitor	Pin1 inhibitor	IDH1 R132H inh	USP1-UAF1 inh	TrxR1 substrate	Tb PGK inh	PI4K2A block
CCN(Cc1ccccc1)S(=O)(=O)c1ccc(OC)cc1 reads 140%[activator]	17%	-1%	u	3%	-23%	-8%	0%	-2
CCCCCC1C(=O)CCC1CC(=O)OC (centres undefined) reads 34%	18%	4%	-9%	15%	-4%	11%	-8%	-2
CC(C)NS(=O)(=O)c1ccc(NC(=S)NC(=O)c2cccc([N+](=O)[O-])c2)cc1 reads -18%	u	9%	-4%	3%	-6%	-8%	-10%	3
CC(=O)N1N=C(c2ccccc2)OC12CCCC2 reads 41%[activator]	-6%	3%	-1%	0%	-17%	24%	-7%	-3

(next part)
SMILES	HP1b chromo inh	TrxR1 inh	GLS inhibitor	Pin1 inhibitor	IDH1 R132H inh	USP1-UAF1 inh	TrxR1 substrate	Tb PGK inh	PI4K2A block
CCN(CC)S(=O)(=O)c1ccc(Nc2nc3ccccc3n3nnnc23)cc1	12%	21%[57.1 µM]	5%	u	7%	-7%	11%[57.1 µM]	-6%	-4
CCOC(=O)Nc1ccc2c(COC(=O)CNS(=O)(=O)c3cccc(Br)c3)cc(=O)oc2c1	-3%	44%[57.1 µM]	0%	44%[activator]	4%	-9%	121%[activator]	-3%	-4
COC(=O)C1=CN(C)C=C(C(=O)OC)C1c1ccccc1Cl	106%[activator]	u	8%	-6%	1%	-5%	577%[activator]	0%	-1
CCCC1(CCC)NC(=O)N(CC(=O)Nc2ccc3c(c2)OCCO3)C1=O	12%[57 µM]	-18%[2.29 µM]	-10%	-3%	0%	8%	-11%[2.29 µM]	-1%	-1
CN(C)c1ccc(C2NCC(CCl)O2)cc1 (centres undefined)	6%	2%	4%	9%	6%	-16%	-4%	i	4
CCOc1ccc2oc(C(=O)N(C)CCc3ccc(OC)c(OC)c3)c(C)c2c1	25%	2%	-9%	-2%	16%	-13%	-1%	i	6
COc1cccc2sc3ccc(C#CC4(O)CCCCC4)cc3c(=O)c12	21%	-7%[57.1 µM]	1%	5%	28%	u	5%[57.1 µM]	-8%	-6
N#Cc1ccc(CSc2nnc(NC(=O)C3CCCO3)s2)cc1 (centres undefined)	-5%	2%[57.1 µM]	0%	4%	1%	-12%	13%[57.1 µM]	i	-3
S=C(NCC1CCCO1)N1CCN(c2cccc(Cl)c2)CC1 (centres undefined)	33%	-24%	9%	1%	3%	5%	-5%[57.1 µM]	4%	4
CCCC(=O)Nc1cccc(NC(=O)c2cccc([N+](=O)[O-])c2C)c1	32%	0%	1%	2%	4%	-23%	-3%	i	0
CN(CC(O)COc1ccc(S(=O)(=O)N2CCOCC2)cc1)C1CCCCC1 (centres undefined)	15%	-15%	22%	-2%	1%	-5%	-13%	-2%	1
CCOc1ccc(N(C)S(=O)(=O)c2ccc3[nH]cc(C(=O)NCC4CCCO4)c(=O)c3c2)cc1 (centres undefined)	26%	17%[57.1 µM]	-5%	1%	6%	-13%	7%[57.1 µM]	-6%	-8
CCN(CC)C(=O)c1[nH]cnc1C(=O)NC1CCN(C(=O)OC(C)(C)C)CC1	2%	29%	4%	-1%	-1%	-11%	5%	-8%	0
CSc1ccc(S(=O)(=O)NCC(=O)OCC(=O)N(C)CC(=O)Nc2ccc(F)cc2)cc1[N+](=O)[O-]	11%	-2%	-2%	-1%	-12%	-19%	-2%	9%	4
C=CCn1c(SCC(=O)N2CCN(C(=O)c3ccco3)CC2)nc2sc(CC)cc2c1=O	10%	u	4%	8%	u	-7%	1%	-7%	-4
COc1cc(C(=O)NCC(=O)NCCSc2ccc(Br)cc2)cc(OC)c1OC	28%	-9%	-5%	0%	-2%	-11%	-3%	-5%	2
Oc1ccccc1-c1nc(NCc2ccco2)c2ccccc2n1	13%	-9%	-1%	0%	-1%	-11%	-10%	-2%	-5
O=c1[nH]c(S)c(/C=C2\C=Nc3ccccc32)s1	u	-4%	14%	u	2%	-25%	3%	0%	-3
Cc1ccc(CNC(=O)c2ccccc2NC(=O)CSc2nnnn2C)cc1	24%	3%[57.1 µM]	0%	-7%	2%	-21%	-9%[57.1 µM]	i	4
Cc1cccc(C)c1NC(=O)c1cccc(COc2cc(Cl)ccc2Cl)c1	15%	-7%	6%	-2%	-1%	1%	-7%	15%	-1
Oc1oc(-c2ccccc2)nc1C=NCc1ccncc1	23%	u	-3%	-4%	5%	-12%	-12%	-9%	3
COc1ccc(N2CCN(CCC3Oc4cc([N+](=O)[O-])ccc4NC3=O)CC2)cc1 (centres undefined)	u	6%	29%	3%	0%	-6%	-15%	-7%	-2
COc1ccc(CN(Cc2ccc(C(=O)O)cc2)C(=S)Nc2ccccc2Cl)cc1OC	33%	3%	5%	-8%	4%	-20%	7%	i	1
CCOC(=O)Cc1csc(NC(=O)CSc2nnc(-c3cccnc3)n2Cc2ccco2)n1	24%	-10%[57.1 µM]	12%	-1%	-3%	2%	-3%[57.1 µM]	2%	-6
Cc1ccc(C(=O)NCc2ccncc2)cc1S(=O)(=O)Nc1cccc(C)c1C	13%	9%	5%	0%	-3%	-10%	3%	-4%	2
Cc1cccc(C)c1NC(=O)C1c2cccc[n+]2CC(=O)N1Cc1cccs1 (centres undefined)	29%	12%	23%	-7%	-4%	-16%	5%	-1%	-4
COc1cc2c(CCNC(C)=O)c[nH]c2cc1Cl	18%	7%[57.1 µM]	2%	1%	1%	-23%	8%[57.1 µM]	i	-1&-2
Cc1cccc(NC(=S)N2CCN(S(=O)(=O)c3ccccc3)CC2)c1	30%	-1%	-1%	-3%	-2%	-13%	-8%	i	-2
CCC(C)N1C(=O)CCC1C(=O)N1CCN(c2ccc(F)cc2)CC1 (centres undefined)	31%	-12%	18%	-5%	0%	-17%	-7%	-3%	6
O=C(C[n+]1ccccc1)c1ccc(-c2ccccc2)cc1	30%[activator]	16%[57.1 µM]	-10%	4%	-6%	9%	15%	-3%	-1
COc1cc(C=C2NC(=O)NC2=O)ccc1O	x	x	33%[activator]	x	8%	-16%	x	-1%	-11
COc1cccc(C(=O)COc2ccc(NC(=O)c3ccccc3)cc2)c1	41%[activator]	-3%	5%	0%	0%	-12%	-3%	4%	1
O=C(N1CCOCC1)N1CCCC(c2nc(-c3cccs3)no2)C1 (centres undefined)	21%	9%	-3%	2%	2%	-17%	7%	6%	6
